Platelet DG rel: inhibitors of platelet dense granule secretion, primary screen, cell-based, MLPCN, human platelets | human platelet-rich plasma, SFLLRN dense granule ATP release, luminescence | 300,000 compounds, 0.22% hits | inhibition, %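 (compounds screened at 7.5 µM in platelet-rich plasma)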 | AID 1663, 2009;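 active means mean replicate score, as percent of positive control, at or above 50; inconclusive means mean below 50 but at least one replicate at or above 50; inactive means mean and every replicate below 50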
HSF1 inhib: HSF1 inhibitors in luciferase reporter cells, primary screen, cell-based, NIH3T3, luminescence | NIH3T3-HGL HSE-luciferase, MG132-induced, luminescence 8 h; stronger effect = lower value | activity change, negative = inhibition, % at 7.5 µM (by protocol) | 300,000 compounds, 0.77% hits;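 active means more than half of replicate wells show activity change below -50%, luminescence cut by over half; inconclusive means some wells, but at most half, below -50%; inactive means no replicate well below -50%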;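 further: luciferase reports HSF-1 transcriptional activity via heat shock element; 0% = median of DMSO wells and -100% = zero luminescence signal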
DYRK1A inh: rat Dyrk1A kinase inhibitors, primary screen, biochemical, single point, plate reader; inhibition, % at 12.5 µM; ADP-Glo luminescence, NFATc1 peptide; 310,000 compounds, 0.43% hits; in the data active means inhibition above about 50%;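 further: plate controls were vehicle with enzyme for no effect and no enzyme for full effect; many of its hits are not listed in these tables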
GSK3 alpha inh: blockers of GSK3A enzyme activity – biochemical, luminescence, cell-free homogeneous, HTS, primary screen; GSK-3 alpha kinase, ADP-Glo luminescence, 60 min; inhibition, % at 10 µM; 320,000 compounds, 0.1% hits; AID 2650, 2010;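 in the data active means inhibition above about 50%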;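 further: GST-tagged GSK-3 alpha with peptide substrate and 25 µM ATP; 0% = DMSO neutral wells and 100% = GW8510 positive control wells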
Target sequence (P49840 whole entry, looked up): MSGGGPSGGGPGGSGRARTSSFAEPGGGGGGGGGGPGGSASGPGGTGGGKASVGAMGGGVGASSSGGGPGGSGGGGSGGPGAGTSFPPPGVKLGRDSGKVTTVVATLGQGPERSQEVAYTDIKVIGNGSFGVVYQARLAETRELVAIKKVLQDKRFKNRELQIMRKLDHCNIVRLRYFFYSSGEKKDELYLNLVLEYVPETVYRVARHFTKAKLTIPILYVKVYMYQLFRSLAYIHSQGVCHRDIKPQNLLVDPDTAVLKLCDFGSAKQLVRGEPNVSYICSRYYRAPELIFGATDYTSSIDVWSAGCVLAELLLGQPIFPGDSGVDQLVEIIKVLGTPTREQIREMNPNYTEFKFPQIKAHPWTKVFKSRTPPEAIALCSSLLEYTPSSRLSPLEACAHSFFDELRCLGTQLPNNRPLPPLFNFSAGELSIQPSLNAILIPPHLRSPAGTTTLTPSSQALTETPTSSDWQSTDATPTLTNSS
KLF5 inhibitor: KLF5 expression inhibitors, primary screen, DLD-1 cells, luminescence. AID 1700, 2009. 290,000 compounds, 0.23% hits. DLD-1 KLF5 promoter-luciferase reporter. inhibition, % at 5 µM;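 active means inhibition above a per-plate limit of that plate's mean compound inhibition plus 3 SD, cut at about 60% in these data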;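 further: 0% = DMSO wells and 100% = LY294002 at 200 µM; higher means less KLF5 promoter-driven luciferase light; inactives centre near -14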
HSP90 inh: HSP90 inhibitors, primary screen, cell lysate, luminescence; AID 1789, 2009; Rabbit reticulocyte lysate, luciferase refolding luminescence, 3 h; Heat shock protein HSP 90 (rabbit reticulocyte lysate; luciferase refolding); 290,000 compounds, 0.91% hits; inhibition, % at 5.6 µM;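 active means inhibition above the screen-wide mean plus 3 SD, computed separately per campaign, cut at about 16% in these data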;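 further: 0% = DMSO wells and 100% = 60 µM geldanamycin wells; inhibitors lower the luminescence because luciferase stays unfolded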
HSF1 activator: HSF-1 activators, primary screen, NIH3T3-HGL cells, MG132 stress, luminescence, single point; NIH3T3-HGL HSF-1 luciferase reporter, 8 h; 100% = twice DMSO control signal; activation, % at 9 µM; 300,000 compounds, 1.7% hits; AID 504408, 2011;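 active means mean replicate activation of at least 50% with a set share of replicates each reaching 50%; inconclusive means only one of those two conditions met; inactive means mean below 50% and too few replicates reaching it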;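 further: 0% = median of the neutral control wells and 100% = twice that signal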
IEC-6 tox: cytotoxicity in IEC-6 intestinal epithelial cells, primary screen, cytotoxicity control for KLF5 inhibitor project, cell-based, luminescence. IEC-6 cytotoxicity, luminescence viability. inhibition, % at 5 µM. 290,000 compounds, 0.78% hits. AID 1825, 2009; in the data active means inhibition above about 22%;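 further: 0% = plate median of test compound wells and 100% = cytotoxic reference compound wells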
aSyn 5UTR inh: MLPCN primary screen, SNCA 5' untranslated region; alpha-synuclein 5'UTR reporter, inhibitor activity; inhibition, % (tested at 7.5 µM); 300,000 compounds, 0.82% hits; in the data active means inhibition above about 60%; inconclusive means no clear call, values can overlap the other calls;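 further: H4 neuroglioblastoma cells stably carrying SNCA 5'UTR luciferase fusion; 0% = DMSO wells and 100% = positive control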
GSK3B inh: human GSK3beta kinase inhibitors, primary screen, biochemical, cell-free homogeneous, HTS; Glycogen synthase kinase-3 beta (Homo sapiens), P49841; GST-GSK3beta kinase, ADP-Glo luminescence, 60 min; stronger effect = lower value; activity score (negative = inhibition), % at 10 µM; 300,000 compounds, 0.038% hits;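 active means more than half of replicate wells score below -50%, meaning over 50% inhibition versus plate controls; inconclusive means some replicates but at most half score below -50%; inactive means no replicate scores below -50%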;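 further: 0% = median DMSO wells and -100% = median GW8510 positive control wells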
Target sequence (P49841 whole entry, looked up): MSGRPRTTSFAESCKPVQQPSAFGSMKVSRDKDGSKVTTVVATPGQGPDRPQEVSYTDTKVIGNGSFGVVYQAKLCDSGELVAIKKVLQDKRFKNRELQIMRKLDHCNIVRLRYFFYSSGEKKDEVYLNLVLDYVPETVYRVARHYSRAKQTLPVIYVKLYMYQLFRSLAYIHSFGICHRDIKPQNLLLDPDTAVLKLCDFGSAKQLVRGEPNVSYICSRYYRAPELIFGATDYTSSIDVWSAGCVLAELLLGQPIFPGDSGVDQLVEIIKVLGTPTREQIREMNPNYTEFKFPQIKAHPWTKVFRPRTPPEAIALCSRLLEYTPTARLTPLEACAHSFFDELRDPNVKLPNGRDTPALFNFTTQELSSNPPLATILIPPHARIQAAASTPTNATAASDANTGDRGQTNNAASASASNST
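Assay system: GST-tagged human GSK3beta kinase, cell-free; Input: 1.6 ng GSK3beta; Medium: Tris/MgCl2 kinase buffer; Timing: 60 min enzyme reaction, room temperature; Signal: ADP-Glo luminescence quantifying ADP generated by kinase; Evaluation: score relative to plate controls; Benchmarks: DMSO neutral wells and GW8510 at 20 µM as positive.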
An asterisk follows results filed as active; ? = inconclusive; / = no result given; & = joins results of further samples. Not all compounds are listed; the hit share may differ from the screen's.

[1] O=C(Oc1cccc(N2C(=O)CCC2=O)c1)c1ccccc1
[2] Cc1cc(C)n(-c2c(F)c(F)c(COC(=O)c3ccccc3)c(F)c2F)n1
[3] COc1cc(NC(=O)C2CCCCC2)c(OC)cc1NC(=O)c1ccccc1
[4] CCCC1C2CN(C(C)C)CC=C2C(C#N)=C(N)C1(C#N)C#N (stereo not drawn)
[5] CC(=O)c1nn(-c2cccc(Br)c2)cc1C(=O)c1ccc(Cl)cc1
entry no.,1,2,3,4,5
Platelet DG rel,-1,1,6,-2,0
HSF1 inhib,5,-13,3,0,43
DYRK1A inh,-1,5,0,6,-3
GSK3 alpha inh,-1,-1,-2,15,-2
KLF5 inhibitor,1,-12,15,-15,5
HSP90 inh,-3,1,-2,-1,7
HSF1 activator,0,-18,20,-2,84*
IEC-6 tox,0,-4,-6,5,-5
aSyn 5UTR inh,1,7,5,15,25
GSK3B inh,-2,1,/,-8,2

[6] O=C(CN1CCN(c2ccccc2)CC1)Nc1ccc(OCc2ccccc2)cc1
[7] Cc1ccc(NC(=O)CSc2ncnc3ccccc23)cc1S(=O)(=O)N1CCCCC1
[8] Cc1onc(-c2ccccc2)c1C(=O)Oc1cccnc1
[9] Cc1ccccc1C(=O)NCC(=O)NNC(=S)NC(=O)c1ccccc1C
[10] C/C(=N\NC(=O)C1CC1)c1cccnc1
entry no.,6,7,8,9,10
Platelet DG rel,1,-7,-3,2,-8
HSF1 inhib,0,4,-36,-4,-4
DYRK1A inh,-2,2,-3,-4,-1
GSK3 alpha inh,-17,3,0,-1,0
KLF5 inhibitor,-53,5,-12,-8,-25
HSP90 inh,1,2,1,-3,0
HSF1 activator,2,9,-51,5,-19
IEC-6 tox,0,-1,-4,0,6
aSyn 5UTR inh,1,-45,5,17,-9
GSK3B inh,3,1,3,1,-1

[11] CCOC(=O)N1CCN(S(=O)(=O)c2ccc(OCC(=O)OC)cc2)CC1
[12] O=Cc1ccc(OCc2ccc3c(c2)OCO3)cc1
[13] Cc1cc(C)cc(NC(=O)CCn2ccnc2)c1
[14] Cc1cc(=O)n2nc(N3CCCC3C(=O)Nc3cccc(Cl)c3C)sc2n1 (stereo not drawn)
[15] CC(=O)NCCNc1nc2c(-c3ccccc3)nnn2c2ccccc12
entry no.,11,12,13,14,15
Platelet DG rel,/,10,-1,5,5
HSF1 inhib,/,30,-1,-5,-1
DYRK1A inh,1,4,2,-3,-6
GSK3 alpha inh,-1,1,-1,5,5
KLF5 inhibitor,-26,-91,-12,-18,-5
HSP90 inh,5,6,0,7,1
HSF1 activator,/,47,1,-10,-5
IEC-6 tox,3,0,-1,-2,7
aSyn 5UTR inh,/,-77,-3,-20,14
GSK3B inh,/,-2,2,1,2

[16] COc1ccc(OC)c(/C=C2\SC(=S)N(C(C(=O)O)c3ccccc3)C2=O)c1 (stereo not drawn)
[17] CCOc1cc(C(=S)N2CCOCC2)ccc1OC(=O)c1cc(OC)c(OC)c(OC)c1
[18] CC(C)[C@H](NC(=O)N1CCn2c1nc1ccccc12)C(=O)N[C@H](Cc1ccccc1)C(=O)O
[19] CC1CC(C)CN(C(=O)Cn2nnc(-c3ccccc3)n2)C1 (stereo not drawn)
[20] COc1ccc(-c2noc(-c3cccc(Cl)c3)n2)cc1OC
entry no.,16,17,18,19,20
Platelet DG rel,-2,0,-3,-2,6
HSF1 inhib,-6,1,0,-7,17
DYRK1A inh,-4,-3,1,8,-1
GSK3 alpha inh,-2,-2,-6,-1,-1
KLF5 inhibitor,1,0,-7,-9,-25
HSP90 inh,-1,1,-4,-4,1
HSF1 activator,-1,25,-3,11,41
IEC-6 tox,-11,-5,0,-4,-7
aSyn 5UTR inh,-5,8,18,-7,-184
GSK3B inh,-3,-2,2,2,6

[21] Cn1c(=O)oc2cc(S(=O)(=O)Nc3ccc(O)cc3)ccc21
[22] CCOCC(=O)Nc1cccc(SC)c1
[23] O=C(Nc1nnc(CSCc2ccc(F)cc2)s1)c1cccc([N+](=O)[O-])c1
[24] CCN1CCN(C(=O)CN2C(=O)c3ccccc3S2(=O)=O)CC1
[25] CCOC(=O)N1CCC(N2CC34C=CC(O3)C(C(=O)Nc3ccc(OCC)cc3)C4C2=O)CC1 (stereo not drawn)
entry no.,21,22,23,24,25
Platelet DG rel,4,-3,0,-1,-3
HSF1 inhib,-4,4,4,-6,-3
DYRK1A inh,-2,-4,53*,16,10
GSK3 alpha inh,1,-1,-1,1,/
KLF5 inhibitor,-24,-22,-8,/,3
HSP90 inh,-1,-5,6,/,0
HSF1 activator,-5,-6,10,-7,-13
IEC-6 tox,2,0,10,/,1
aSyn 5UTR inh,16,-39,-3,-3,1
GSK3B inh,-1,1,-5,2,2

[26] Cc1ccc(C(=O)C2=C(O)C(=O)N(Cc3cccnc3)C2c2cccc([N+](=O)[O-])c2)o1 (stereo not drawn)
[27] CCOC(=O)N1CCN(C(=O)CCCn2c(=O)[nH]c3ccccc3c2=O)CC1
[28] CC(OC(=O)c1cc2sccc2n1C)C(=O)NCc1ccc(F)cc1 (stereo not drawn)
[29] Cc1nc(CNC(=O)CC2C(=O)NCCN2Cc2cccc(Oc3ccccc3)c2)cs1 (stereo not drawn)
[30] CSCC[C@H](NC(=O)C(C)(C)Oc1ccc(Cl)cc1)c1nc2ccccc2[nH]1
entry no.,26,27,28,29,30
Platelet DG rel,1,-6,1,-1,11
HSF1 inhib,5,-1,-4,-3,-4
DYRK1A inh,-5,2,-4,-5,-2
GSK3 alpha inh,-1,0,-3,5,0
KLF5 inhibitor,-11,7,-2,-3,-16
HSP90 inh,2,1,-2,-4,-2
HSF1 activator,8,3,-12,10,20
IEC-6 tox,-8,0,2,-6,-5
aSyn 5UTR inh,-1,1,22,-4,-11
GSK3B inh,2,-1,0,0,-1

[31] CC(N=C(NC#N)Nc1ccncc1)C(C)(C)C (stereo not drawn)
[32] COC(=O)c1nn(-c2c(C)n(C)n(-c3ccccc3)c2=O)cc1O
[33] CCCCNCCOCCOc1ccccc1-c1ccccc1
[34] Cc1ccc(C)c(NC(=O)CCc2nnc3ccc(N4CCCC4)nn23)c1
[35] CCN1C(=O)/C(=C\c2cccc(OC(=O)c3ccco3)c2)SC1=S
entry no.,31,32,33,34,35
Platelet DG rel,1&-6,0,-6,-8,-12
HSF1 inhib,3&1,1,?,-2,1
DYRK1A inh,5&7,7,3,-2,0
GSK3 alpha inh,3&2,-1,0,-1,0
KLF5 inhibitor,-5,-8,-21,-25,-4
HSP90 inh,1,-1,1,-6,2
HSF1 activator,7&6,7,-60,-1,-16
IEC-6 tox,-5,-7,1,-8,-2
aSyn 5UTR inh,25&15,-6,-21,-14,-7
GSK3B inh,0&-3,5,5,4,-2

[36] CCCCNC(=O)CN1CCN(Cc2ccc3cc(OC)ccc3c2)CC1
[37] Cc1c(C(=O)NCc2ccc3c(c2)OCO3)sc2nc(-c3ccc(F)cc3)cn12
[38] Cc1cc(C)nc(Nc2ccccc2F)n1
[39] O=C(/C=C/c1ccc(S(=O)(=O)N2CCOCC2)cc1)NC(=S)Nc1ccc(N2CCOCC2)cc1
[40] CC1CCCN(c2ccc(C(=O)Nc3nnc(C4CC4)s3)cc2[N+](=O)[O-])C1 (stereo not drawn)
entry no.,36,37,38,39,40
Platelet DG rel,4,11,5,-1,-3
HSF1 inhib,3,0,6,0,0
DYRK1A inh,0,7,8,8,0
GSK3 alpha inh,-1,-1,2,-8,1
KLF5 inhibitor,-3,22,-19,-5,-51
HSP90 inh,-3,-2,3,-1,-4
HSF1 activator,-15,24,12,18,-12
IEC-6 tox,0,-4,2,4,-1
aSyn 5UTR inh,14,1,-27,-26,-8
GSK3B inh,0,2,-2,2,1

[41] Nc1cc(=O)[nH]n1C1CCCC1
[42] O=C(N/C(=C\c1ccccc1Cl)C(=O)N1CCOCC1)c1ccc([N+](=O)[O-])cc1
[43] COc1ccc(N(C(=O)c2ccco2)C(C(=O)NC2CCCC2)c2ccncc2)cc1 (stereo not drawn)
[44] CCOC(=O)C(C)(C)n1nnc(-c2ccc([N+](=O)[O-])cc2)n1
[45] c1ccc2c(CSc3nnc(-c4ccncc4)o3)cccc2c1
entry no.,41,42,43,44,45
Platelet DG rel,2,2,5,0,3
HSF1 inhib,11,-3,-5,0,35
DYRK1A inh,-8,-4,-3,-2,25
GSK3 alpha inh,-1,0,-3,-4,33
KLF5 inhibitor,-3,-4,-12,-2,-19
HSP90 inh,4,-2,4,-1,5
HSF1 activator,0,-12,3,14,59*
IEC-6 tox,-8,-2,-2,-2,5
aSyn 5UTR inh,-11,15,-23,-46,-13
GSK3B inh,-1,2,4,-4,-26

Reprinted at random: five compounds from above
[45] c1ccc2c(CSc3nnc(-c4ccncc4)o3)cccc2c1
[18] CC(C)[C@H](NC(=O)N1CCn2c1nc1ccccc12)C(=O)N[C@H](Cc1ccccc1)C(=O)O
[3] COc1cc(NC(=O)C2CCCCC2)c(OC)cc1NC(=O)c1ccccc1
[28] CC(OC(=O)c1cc2sccc2n1C)C(=O)NCc1ccc(F)cc1 (stereo not drawn)
[12] O=Cc1ccc(OCc2ccc3c(c2)OCO3)cc1
entry no.,45,18,3,28,12
Platelet DG rel,3,-3,6,1,10
HSF1 inhib,35,0,3,-4,30
DYRK1A inh,25,1,0,-4,4
GSK3 alpha inh,33,-6,-2,-3,1
KLF5 inhibitor,-19,-7,15,-2,-91
HSP90 inh,5,-4,-2,-2,6
HSF1 activator,59*,-3,20,-12,47
IEC-6 tox,5,0,-6,2,0
aSyn 5UTR inh,-13,18,5,22,-77
GSK3B inh,-26,2,/,0,-2

Bioassay records as filed in PubChem BioAssay.
